Source: PubChem (several laboratories)
Rev-erbA mod: modulates human Rev-erb alpha binding to DNA; P20393; Rev-erbα–FITC-DNA binding, fluorescence polarization, 90 min; activity, % at 10 µM; 370,000 compounds, 0.79% hits; AID 1259318;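 active means activity above about 14%, limit read from the data; passing the limit was not always enough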;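 further: 0% = DMSO wells with 35 nM protein and 100% = DMSO wells with 750 nM protein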
rCAG binder: binds r(CAG) RNA repeats | inhibition, % at 3 µM | r(CAG) RNA repeat, TO-PRO-1 dye displacement fluorescence | 370,000 compounds, 1.3% hits;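 active means inhibition above the plate cutoff, the mean of all test compounds on that plate plus 3 SD, cut at about 35% in these data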;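 further: 0% = DMSO alone and 100% = 100 µM mitoxantrone as full dye displacement; higher means more dye released from RNA so lower well fluorescence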
ABHD4 inh: inhibits mouse alpha/beta hydrolase domain 4; Q8VD66; purified mABHD4, FP-Rh probe fluorescence polarization; inhibition, % at 8.92 µM; 370,000 compounds, 0.54% hits;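 active means inhibition exceeding the mean over every tested compound plus 3 SD, cut at about 30% in these data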;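 further: 0% = plate median of compound wells and 100% = S159A mutant with DMSO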
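Assay system: mABHD4 protein; medium: HEPES pH 7.0, NaCl, Pluronic buffer; dosing: 8.92 µM, single dose; schedule: 45 min + 60 min at 25 °C; signal: FP readout, ex 525 nm / em 598 nm; read-out: normalized percent inhibition of probe labeling; repeats: single replicate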
SIAE primary: inhibitors of human sialic acid acetylesterase SIAE | Q9HAT2 | SIAE FP-Rh probe binding, fluorescence polarization | inhibition, % at 9.66 µM | 370,000 compounds, 0.69% hits;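 active means inhibition above a cutoff: mean of compounds within the control limits plus 3 SD of those, cut at about 17% in these data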;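 further: 0% = plate median of compound wells and 100% = probe without SIAE protein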
Target sequence (Q9HAT2 whole entry, looked up): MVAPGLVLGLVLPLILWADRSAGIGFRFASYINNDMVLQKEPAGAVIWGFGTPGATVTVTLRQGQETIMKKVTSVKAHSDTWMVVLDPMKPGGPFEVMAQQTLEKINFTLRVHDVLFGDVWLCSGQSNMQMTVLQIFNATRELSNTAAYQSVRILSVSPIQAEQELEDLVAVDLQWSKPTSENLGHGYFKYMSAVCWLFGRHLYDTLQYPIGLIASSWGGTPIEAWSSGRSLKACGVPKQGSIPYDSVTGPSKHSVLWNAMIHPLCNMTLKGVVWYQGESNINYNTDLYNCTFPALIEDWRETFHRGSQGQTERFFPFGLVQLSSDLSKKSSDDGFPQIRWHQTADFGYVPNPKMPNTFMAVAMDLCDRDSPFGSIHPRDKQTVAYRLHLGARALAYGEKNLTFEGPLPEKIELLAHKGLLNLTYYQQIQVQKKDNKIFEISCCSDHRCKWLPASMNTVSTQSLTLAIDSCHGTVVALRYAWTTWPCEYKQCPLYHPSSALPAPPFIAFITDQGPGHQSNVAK
PRMT1 FP inh: blocks human protein arginine methyltransferase 1. Q99873. recombinant PRMT1, activity-based probe fluorescence polarization. inhibition, % at 2.79 µM. 370,000 compounds, 1.3% hits. AID 652257;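 active means inhibition above about 21% made by adding two undisclosed values, limit read from the data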
Target sequence (Q99873 whole entry, looked up): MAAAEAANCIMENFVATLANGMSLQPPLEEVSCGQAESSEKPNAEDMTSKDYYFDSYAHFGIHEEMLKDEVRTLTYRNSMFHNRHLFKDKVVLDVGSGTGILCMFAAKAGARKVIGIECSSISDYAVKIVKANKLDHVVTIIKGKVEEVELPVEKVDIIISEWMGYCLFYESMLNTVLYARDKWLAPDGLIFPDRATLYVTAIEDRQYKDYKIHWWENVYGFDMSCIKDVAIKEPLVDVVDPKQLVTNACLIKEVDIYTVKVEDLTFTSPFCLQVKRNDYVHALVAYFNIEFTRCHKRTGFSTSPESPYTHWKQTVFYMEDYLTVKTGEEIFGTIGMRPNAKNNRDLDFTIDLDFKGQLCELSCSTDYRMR
PG9 binder: binds the HIV-1 gp120 antibody PG9; 360,000 compounds, 0.43% hits; TR-FRET gp120-PG9 antibody binding; inhibition, % at 6.7 µM; in the data active means inhibition above about 8.5%
TCR-CD3 inh: inhibitors of human TCR-CD3 interaction. TAMRA-labeled TCR probe fluorescence, biochemical. inhibition, % at 9.4 µM. 360,000 compounds, 0.37% hits. AID 651800; in the data active means inhibition above about 19%;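 further: recombinant mutant TCR 2C K166C tagged with TAMRA read by polarization; 0% = receptor in buffer alone and 100% = receptor with positive control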
LEDGF integ inh: blocks HIV-1 LEDGF/p75-dependent DNA integration. 370,000 compounds, 0.64% hits. inhibition, % at 3.7 µM. AID 743269. TR-FRET IN-LEDGF/p75 DNA integration, Eu/Cy5;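 active means inhibition above the screen-wide mean plus 3 SD, cut at about 13% in these data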;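 further: signal is the Cy5 over europium emission ratio at 671 and 618 nm; 0% = plate median of compound wells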
HTRA1 inh: blocks human HTRA1 serine peptidase | inhibition, % at 5.96 µM | 340,000 compounds, 0.5% hits | recombinant HTRA1, FP-rhodamine activity-based probe, fluorescence polarization; in the data active means inhibition above about 36%;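 further: 0% = enzyme with DMSO and 100% = wells lacking enzyme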
TDP2 inh: blocks human TDP2 phosphodiesterase activity; O95551; recombinant TDP2, T5PNP hydrolysis, p-nitrophenol absorbance 415 nm; inhibition, % at 12.8 µM; 370,000 compounds, 0.34% hits; AID 720702;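 active means inhibition above the mean of all tested compounds plus 3 SD, set per campaign, cut at about 25% in these data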;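 further: 0% = DMSO with enzyme and 100% = buffer with substrate but no TDP2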
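Material: recombinant human TDP2; quantity: TDP2 enzyme at 120 nM final; medium: Tris-HCl pH 7.5 with MgCl2; compound: single concentration, 12.8 µM nominal, with 1% DMSO; incubation: 2 h enzyme incubation at 37 °C; signal: epi absorbance; measure: percent inhibition; benchmarks: high control without enzyme, low control DMSO plus TDP2; repeats: singlicate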
* marks the source's active call; other numbers are inactive results; x = not tested or not shown.

SMILES | Rev-erbA mod | rCAG binder | ABHD4 inh | SIAE primary | PRMT1 FP inh | PG9 binder | TCR-CD3 inh | LEDGF integ inh | HTRA1 inh | TDP2 inh
Cc1ccc(NC(=O)NC(=S)NC(=O)c2ccccc2)cc1 | 2.2 | 23.7 | -6.7 | -12.9 | 1.9 | 1.1 | -6.2 | -1.9 | -21.6 | -1.1
CCOC(=O)NC(NCC(O)c1ccccc1)(C(F)(F)F)C(F)(F)F (stereo not given) | -0.7 | -0.7 | 6.4 | -3.3 | 0.9 | -0.6 | 0.2 | -5.3 | 2.4 | 1.7
O=C(O)CNC(=S)N(Cc1ccccc1)Cc1cccnc1 | 2.7 | 0.2 | -2.0 | -4.0 | -0.7 | -0.7 | 5.2 | -2.6 | -0.1 | -9.5
CCOc1ccc(S(=O)(=O)NCCC(=O)NCC(C)(C)N2CCOCC2)cc1 | -3.2 | -5.4 | 4.9 | -1.5 | 0.2 | 1.1 | -0.4 | -1.2 | 0.6 | 7.7
CCN(CC)c1ccc2cc(-c3nc(-c4cc5ccccc5oc4=O)cs3)c(=O)oc2c1 | 5.2 | 2.4 | 15.4 | -0.1 | -1.6 | -1.9 | 4.4 | 0.8 | -17.6 | 31.6*
COc1ccc(-c2sc3cc(OC)ccc3c2-c2ccc(OCCN3CCCCC3)cc2)cc1 | -2.2 | 5.4 | 17.6 | 6.0 | -1.3 | -1.6 | 16.3 | -3.9 | x | -1.8
CC(=O)Oc1ccc2ccccc2c1C(NC(=O)Cc1ccccc1)c1ccccc1Cl (stereo not given) | 3.7 | 1.9 | -7.3 | -4.8 | 0.1 | 0.5 | 0.9 | -0.3 | -28.6 | -7.6
CN(C)CCn1c(C(=O)O)cc2ccccc21 | -0.9 | 0.2 | 1.0 | 1.5 | 3.9 | 0.5 | 1.6 | -1.0 | 2.1 | 3.7
CCc1c(C)nc(SCC(=O)N2CCCCC2CC)[nH]c1=O (stereo not given) | -2.9 | -1.9 | 1.6 | -5.6 | -2.7 | -0.3 | 2.7 | 3.2 | 0.1 | -1.9
O=C(COc1ccc(Cl)cc1)N1CCN(C(=O)c2cccs2)CC1 | 3.6 | -5.5 | -1.5 | 7.8 | 2.6 | -3.1 | 0.2 | -5.3 | 4.7 | 9.1
Cn1c(=O)c2c(nc(NCc3ccccc3)n2CCCc2ccccc2)n(C)c1=O | 1.5 | -7.5 | 1.6 | 9.6 | -0.5 | -1.2 | 6.1 | 0.9 | -6.6 | -5.5
CCOc1ccccc1NC(=O)CCc1ccc(C)o1 | 2.4 | 0.5 | -0.2 | 5.1 | 0.4 | -2.0 | -0.2 | -1.5 | 5.4 | -6.5
COc1nc(N(C)C)nc(N(C#N)CCOC(C)=O)n1 | -3.1 | 2.7 | -3.0 | 2.6 | 1.9 | -0.7 | -10.4 | -0.7 | 16.4 | 11.2
CC(C)(C)c1ccc(C(=O)n2cnc3ccccc32)cc1 | -2.2 | 0.9 | -2.6 | -0.1 | 1.6 | -1.7 | 0.9 | -0.5 | -14.0 | 8.6
COc1ccc(CNCCNC(=O)c2ccco2)c(OC)c1OC | -5.2 | 1.4 | 18.9 | 0.5 | 0.7 | 0.4 | -5.2 | 2.9 | 8.1 | 11.6
CCN1C(=O)[C@H]2[C@@H](c3ccc(C)cc3)N3C(=O)N(c4ccc(OC)cc4)C(=O)[C@@]3(C)[C@H]2C1=O | -3.8 | -5.0 | -0.2 | -2.5 | 0.2 | 0.8 | 2.2 | -0.9 | 4.2 | 8.5
C=CCNC(=O)CN(c1ccc(OC)cc1OC)S(C)(=O)=O | -0.4 | 0.2 | 4.4 | 0.5 | 0.5 | -1.4 | 4.3 | -0.3 | 7.2 | -2.6
Cc1ccc(S(=O)(=O)N2CCC(C(=O)N[C@H](C(=O)NC3CCS(=O)(=O)C3)C(C)C)CC2)cc1 (stereo not given in full) | -2.2 | -1.0 | 2.9 | -4.5 | 0.5 | 1.1 | -2.6 | 1.1 | 2.3 | 6.7
Cc1ccc(S(=O)(=O)N2CCOCC2)cc1C(=O)OCC(=O)N(Cc1ccccc1)C(C)C | -0.6 | 1.0 | 16.3 | -0.6 | 1.3 | 0.4 | -5.7 | -5.2 | -1.2 | -1.2
Cc1nc2cc(-c3ccccc3)nn2c(N)c1-c1ccccc1 | -3.7 | 5.0 | 1.6 | 2.1 | -2.6 | 1.9 | 9.2 | 2.0 | -8.6 | -3.6

2 entries from above, set out differently:
COc1ccc(CNCCNC(=O)c2ccco2)c(OC)c1OC
  Rev-erbA mod: -5.2	rCAG binder: 1.4	ABHD4 inh: 18.9	SIAE primary: 0.5	PRMT1 FP inh: 0.7	PG9 binder: 0.4	TCR-CD3 inh: -5.2	LEDGF integ inh: 2.9	HTRA1 inh: 8.1	TDP2 inh: 11.6

COc1nc(N(C)C)nc(N(C#N)CCOC(C)=O)n1
  Rev-erbA mod: -3.1	rCAG binder: 2.7	ABHD4 inh: -3.0	SIAE primary: 2.6	PRMT1 FP inh: 1.9	PG9 binder: -0.7	TCR-CD3 inh: -10.4	LEDGF integ inh: -0.7	HTRA1 inh: 16.4	TDP2 inh: 11.2

Following part
SMILES | Rev-erbA mod | rCAG binder | ABHD4 inh | SIAE primary | PRMT1 FP inh | PG9 binder | TCR-CD3 inh | LEDGF integ inh | HTRA1 inh | TDP2 inh
CCN(CC)S(=O)(=O)c1ccc(Cl)c(C(=O)OCC(=O)c2c(N)n(C)c(=O)n(C)c2=O)c1 | -2.5 | 2.5 | 0.3 | -6.2 | -9.4 | -2.5 | -0.2 | 2.8 | -12.9 | -14.1
C=CCOC(=O)C1=C(C)Nc2nnnn2C1c1ccc(OC)cc1OC (stereo not given) | -4.0 | 0.8 | 3.7 | 0.3 | 1.6 | 1.3 | -1.3 | -1.9 | -6.5 | -0.1
COc1ccc(OC)c(S(=O)(=O)N2CCc3ccccc32)c1 | 5.7 | -1.1 | -0.1 | -2.1 | 1.1 | -0.8 | 2.1 | -0.2 | -5.2 | 1.9
Cc1ccc2nc(-c3ccccc3)cc(C(=O)NCC3CCCO3)c2c1 (stereo not given) | -4.0 | -6.2 | 0.7 | 1.4 | -0.2 | 0.1 | 3.2 | 0.3 | x | 1.9
Cc1ccsc1/C=C(\C#N)C(=O)NCc1ccco1 | 2.9 | -6.0 | 1.4 | -1.6 | -0.2 | -3.0 | 5.8 | 3.4 | 4.5 | 7.0
CCc1cccc(C)c1NC(=O)Cc1ccsc1 | -2.6 | 3.8 | -3.0 | 10.7 | 2.3 | -2.1 | 1.3 | -1.3 | -1.7 | 10.2
O=C(c1ccc(Cl)c(S(=O)(=O)N2CCCCC2)c1)N1CCN(Cc2ccccc2)CC1 | 0.3 | -6.7 | -2.4 | 3.3 | -1.0 | -0.3 | 2.1 | -0.8 | -1.0 | -1.9
O=C(NCCCc1ccccc1)[C@@H]1Cc2ccccc2CN1 | -3.7 | -0.6 | 2.7 | -1.1 | -1.7 | 0.9 | -1.3 | 0.1 | 2.8 | -4.0
C/C(CC(=O)Nc1cccc(Br)c1)=N\NC(=O)c1ccc(O)cc1O | 1.9 | 28.4 | -26.4 | 7.9 | 2.4 | 1.5 | 4.2 | 2.2 | 1.4 | -13.1
CN1C2CCC1/C(=C\c1ccc(F)cc1)C(=O)/C2=C/c1ccc(F)cc1 | -1.0 | -1.1 | -5.9 | 4.5 | -1.1 | 0.0 | 4.2 | 2.5 | -8.3 | 5.7
Nc1ccc2nc(C3CCCCC3)[nH]c2c1 | 2.6 | -1.6 | 11.9 | 7.4 | -0.3 | -1.8 | 0.8 | -2.3 | 0.9 | -3.6
CCC(=O)c1ccc(/C=C/c2nc3ccccc3n2C)o1 | 4.8 | 7.8 | -5.7 | 6.1 | 13.7 | 4.9 | -3.5 | -3.8 | 1.8 | -9.6
Cc1[nH]c(C)c(S(=O)(=O)N2CCN(c3cccc(Cl)c3)CC2)c1C(=O)N1CCCC1 | -7.4 | -0.9 | -6.5 | -1.3 | -1.3 | -1.1 | 0.1 | 4.2 | -3.8 | 6.5
Cc1ccc(-c2cc(N)n(Cc3ccc(Cl)cc3)n2)cc1 | 7.3 | -0.6 | 3.9 | 5.0 | -0.1 | -2.8 | 10.1 | -2.0 | -24.6 | 0.8
COCc1cc(CN2CCCC(C(=O)c3cccc(C(F)(F)F)c3)C2)ccc1OC (stereo not given) | -2.1 | -7.9 | 4.0 | -2.6 | -1.8 | -2.0 | -3.1 | -0.4 | -7.4 | 0.2
COc1cc(C)c(C(=O)Oc2cc(C)c(C(=O)O)c(O)c2C)c(O)c1C | -3.2 | 86.7* | -52.5 | -2.3 | 2.1 | 2.6 | 7.0 | 1.6 | -132.7 | -5.5
c1ccc(CSc2ncn(-c3ccccc3)n2)cc1 | 0.7 | 0.5 | -3.1 | -1.4 | 2.3 | -0.3 | -2.8 | -3.4 | -6.0 | -9.4
C/C(=N\Nc1ccc(S(N)(=O)=O)cc1[N+](=O)[O-])c1cccs1 | -25.1 | 0.7 | 7.5 | 0.0 | -0.3 | -0.8 | -2.2 | 2.1 | 5.7 | -1.0
Cc1sc2ncn(CC(=O)Nc3ccccc3F)c(=O)c2c1-c1ccccc1 | -0.3 | 3.7 | -7.7 | -5.5 | 3.1 | 0.1 | -4.5 | -0.8 | -10.1 | 7.2
Cc1ccc(Sc2ccc(NC(=O)c3ccc(S(C)(=O)=O)cc3Cl)cc2)cc1 | 46.0* | 2.7 | -7.3 | 0.7 | 5.7 | 47.7* | -6.3 | 3.1 | -8.5 | -5.4
O=S1(=O)CC2c3ccc(F)cc3CN2CN1Cc1ccccc1 (stereo not given) | -8.0 | 3.4 | -3.6 | -2.7 | 0.4 | x | x | -0.7 | x | 3.6
NS(=O)(=O)c1cccc(NC(=O)COc2ccc([N+](=O)[O-])cc2)c1 | 7.6 | 0.4 | -0.9 | -2.1 | -0.2 | -0.6 | 9.1 | 0.9 | -3.4 | 11.1
OC(c1ccc(F)c(F)c1)c1ncc(-c2cccc(F)c2)[nH]1 (stereo not given) | 8.3 | 1.6 | -6.5 | -4.4 | 2.2 | 2.0 | 2.5 | 5.5 | x | -11.2
CCc1ccc(-c2nnn(Cc3nc4ccccc4s3)n2)cc1 | -0.1 | -3.8 | -8.7 | -11.1 | -0.1 | 0.4 | 0.6 | -0.9 | -18.7 | 1.3
Cc1cc(C)c(/C=C(\C#N)C(N)=S)c(C)c1 | 2.6 | 0.0 | -1.1 | -1.9 | 6.5 | -2.4 | 0.1 | -2.1 | -9.3 | -9.2
COc1ccc(C(=O)NCCNc2ccc([N+](=O)[O-])cn2)cc1 | -6.4 | 0.5 | 4.8 | 0.2 | 2.8 | -1.9 | -6.7 | -4.5 | 5.0 | -7.7
COC(=O)c1[nH]c2cc(OC)ccc2c1NC(=O)CN1CCC(C(N)=O)CC1 | 4.7 | -4.2 | -0.9 | 0.3 | 1.2 | -1.5 | -1.2 | -0.3 | 0.6 | 1.9
COc1ccc(CNC(=O)c2cccc3c(-c4cccnc4)coc23)cc1OC | 1.2 | 0.9 | -5.0 | -1.4 | 0.2 | -0.8 | 1.9 | -0.5 | x | 0.5
C/C(=N\N=C1\NC(=O)C(CC(=O)Nc2ccccc2F)S1)C1CCCCC1 (stereo not given) | 0.7 | 7.4 | 1.0 | -2.1 | 5.6 | -2.1 | 8.3 | 0.9 | 1.4 | 1.5

These rows are one share of the data. The share of hits here may be higher or lower than overall.
